Compound activity deposited in PubChem by Columbia University Molecular Screening Center.
mHtt clearance: clearance of mutant huntingtin inclusions, primary screen, imaging, HeLa Exon1htt(103Q)mCFP, confocal imaging; inhibition, % at 1.5 µM; 0.42% of 47,000 active; aggregate imaging; zero = plate's median compound well;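 active = inhibition of aggregate fluorescence above about 70%, also judged a hit by eye on the cell image, limit read from the data, passing the limit was not always enough; inconclusive = no rule stated for this call; inactive = not judged a hit on image review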;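 also: cells exposed to compound for three days before fixation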
mHtt clearance grain fraction: recorded beside mHtt clearance, whose call it bears; fraction fluorescence in grains; measured here: aggregate grain fluorescence fraction; active compounds read low;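 scaled fraction of total cell fluorescence in grains with unit not stated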
An asterisk follows results filed as active; i = inactive; u = inconclusive; x = not tested or not shown. Some of the compounds tested; the hit share may differ from the screen's.

Fields: mHtt clearance	mHtt clearance grain fraction
CCC(=O)N1CCc2cc(S(=O)(=O)NCCN3CCC(C)CC3)ccc21
→ -21	46
CC(C)Sc1nnc2n(CCc3ccccc3)c(=O)c3c4c(sc3n12)COC(C)(C)C4
→ -14	22
Cc1ccc2c(c1)N(CCCC(=O)NCCC1=CCCCC1)C(=O)CO2
→ -11	41
C=CCn1c(N)c(C(=O)NC2CCCCC2)sc1=S
→ -27	24
C=CCNC(=O)CCCOc1ccc(C)cc1
→ -9	19
COC(=O)c1sc2ncccc2c1OCc1ccc(Cl)cc1
→ -46	30
CCOC(=O)/C=C1\NC(=O)CS1
→ -51	52
COc1ccc(Cn2nnnc2C(c2cc3ccc(OC)cc3[nH]c2=O)N2CCCCCC2)cc1 (stereo not given)
→ -3	21
O=C(CCCC(=O)N(CC(=O)NC1CCCC1)Cc1ccccc1)Nc1ccccn1
→ -22	44
COc1ccc(OC)c(CN2CCCC(C(=O)N3CCCCC3)C2)c1 (stereo not given)
→ 13	33
COC(=O)CN1C(=O)C(O)(CC(=O)c2ccc(C)o2)c2ccccc21 (stereo not given)
→ 3	20
CCN(CC)S(=O)(=O)c1ccc2nc(NC(=O)c3cccs3)sc2c1
→ 21	15
C#CCN1C(=O)C2C(C(=O)NC)C3C=CC2(O3)C1C(=O)NCc1ccc(OC)cc1 (stereo not given)
→ 4	42
O=C(O)c1cccc(N2C(=O)C3CC=CCC3C2=O)c1 (stereo not given)
→ -21	22
Fc1ccccc1OCCCCCCN1CCCC1
→ 10	30
O=C(CCC(=O)c1cccs1)OCc1nnc(-c2ccccc2)o1
→ 30	24
CC(C)c1ccc(N(CC(=O)Nc2ccc(S(=O)(=O)N3CCOCC3)cc2)S(C)(=O)=O)cc1
→ -26	29
Cc1cc(OCC(C)C)ccc1/C(O)=C1/C(=O)C(=O)N(Cc2cccnc2)C1c1ccncc1 (stereo not given)
→ -4	20
Cc1ccc(N(C(C)C(=O)Nc2ccc(S(=O)(=O)N3CCOCC3)cc2)S(C)(=O)=O)cc1C (stereo not given)
→ -4	21
COCc1cc(=O)[nH]c(/N=C(\N)Nc2ccc(C)cc2)n1
→ 2	17

Fields: mHtt clearance	mHtt clearance grain fraction
O=S1(=O)C[C@@H](N2CCOCC2)[C@H](N2CCOCC2)C1
→ 18	28
COc1cccc(C(=O)CN2C3=NCCCN3c3ccccc32)c1
→ 32	21
CN(C)S(=O)(=O)N(Cc1ccc(Br)cc1)c1ccccc1
→ -1	17
Oc1[nH]c2ccccc2c1C=Nc1ccc2c(c1)OCCO2
→ 50	10
N#CCCN(CCC#N)C(=O)COc1ccc(Cl)cc1Cl
→ 11	17
O=C(Nc1cccnc1Cl)c1cc(-c2ccco2)on1
→ 9	18
C=CCn1c(SCC(=O)Nc2cc(C)c(Cl)cc2OC)nnc1-c1ccco1
→ -11	38
CCOc1ccc(NCCC#N)cc1
→ -24	49
O=C(OCC1OC2C(Oc3nc(=O)ccn32)C1O)c1ccccc1 (stereo not given)
→ 45	17
c1ccc2[nH]c(CN3CCN(c4ncnc5c4oc4ccccc45)CC3)nc2c1
→ -1	36
CN1CCN(CC#CCn2c3ccccc3c3ccccc32)CC1
→ 29	13
C=CCn1c(SCC(=O)NC2CCCCC2)nnc1C1CCCCC1
→ -37	55
O=C(O)c1cc(S(=O)(=O)N2CCCCCC2)c(Cl)cc1Cl
→ 3	34
COc1ccc(C(NC(=O)c2ccco2)c2ccc(OC)c(OC)c2)cc1 (stereo not given)
→ 22	13
CCCC(=Nc1ccccc1)C1=C(O)C(C(=O)OC)C(C)(C)CC1=O (stereo not given)
→ -19	39
O=C(Nc1nccs1)C1(S(=O)(=O)c2ccc(Cl)cc2)CC1
→ -53	52
O=C(Cn1ccc(C(F)(F)F)n1)Nc1ccc(S(=O)(=O)NCc2ccco2)cc1
→ -36	42
COc1ccccc1CNC(=O)COc1ccccc1OC
→ -2	18
Cc1ccc(CN2CC(C(=O)Nc3cc(S(C)(=O)=O)ccc3Cl)CC2=O)cc1 (stereo not given)
→ -14	48
O=C(c1scc2c1CCCC2)N1CCOCC1
→ 15	34

Fields: mHtt clearance	mHtt clearance grain fraction
COc1ccc(CN(C(=O)c2cnccn2)C(C(=O)NC(C)(C)C)c2cc(OC)c(OC)c(OC)c2)cc1 (stereo not given)
→ 70*	6*
O=C(Oc1cccc(NC(=O)c2ccccc2Cl)c1)c1ccc([N+](=O)[O-])cc1
→ 36	19
N=c1c(C(=O)NC2CCCC2)cc2c(=O)n3ccccc3nc2n1CCN1CCOCC1
→ 2	18
CC(C)Sc1nc2c(c(=O)[nH]c(=O)n2C)n1Cc1ccc(Cl)cc1
→ -16	46
CC(=O)c1ccccc1OCCn1nnc(-c2ccc(C)cc2)n1
→ 51	22
O=C(Nc1ccc(F)cc1)N1CCN(c2ccc3nnc(-c4ccc(F)cc4)n3n2)CC1
→ -9	49
Cn1nc(C(F)(F)F)c2cc(C(=O)Nc3ccc(F)cc3F)sc21
→ -34	52
Cc1cc(NC(=O)CCc2ccc(S(=O)(=O)N3CCOCC3)cc2)n(-c2ccccc2)n1
→ -32	22
Nn1c(SCC(=O)Nc2ccccc2F)nc2ccccc2c1=O
→ 27	32
O=c1cc(-c2ccccc2)c2ccc(O)c(CN3CCCCC3)c2o1
→ -10	21
O=C(CSc1nnc(-c2cccs2)o1)N1CCCc2ccccc21
→ -3	20
CCCn1nc(C(=O)NCc2ccccn2)c2ccccc2c1=O
→ 24	28
CCN(CC)C(=O)CSc1nc2ccccc2c(=O)n1OC
→ 43	22
Cc1cc(-c2ccccc2)nc2[n+]1CCN2C
→ -118	62
Cc1cc(C(=O)CSc2nn3c(=O)c(C(C)(C)C)nnc3s2)c(C)n1-c1ccc(F)cc1
→ -22	48
CC1CN(C(=O)CSc2nnc3c(Cl)cc(Cl)cn23)CC(C)O1 (stereo not given)
→ 49	12
CCN1CCN(CC(O)COC(C)C)CC1 (stereo not given)
→ 36	25
COC(=O)NCC(c1cccnc1)N1CCOCC1 (stereo not given)
→ -24	42
COc1ccc(N(CC(=O)Nc2ccc(C)cn2)S(=O)(=O)c2c(C)nn(C)c2C)cc1
→ -16	56
O=C1c2[nH]nc(-c3ccccc3O)c2C(c2ccc(F)cc2)N1Cc1ccco1 (stereo not given)
→ 6	35

Some of the entries so far, bar-delimited:
smiles | mHtt clearance | mHtt clearance grain fraction
Cc1cc(-c2ccccc2)nc2[n+]1CCN2C | -118 | 62
Cc1cc(C(=O)CSc2nn3c(=O)c(C(C)(C)C)nnc3s2)c(C)n1-c1ccc(F)cc1 | -22 | 48

The list continues.
Fields: mHtt clearance	mHtt clearance grain fraction
COCCSc1nnc(-c2cnccn2)o1
→ 47	17
CCC(C)NS(=O)(=O)c1ccc(OCC(=O)Nc2ccc3c(c2)OCCO3)cc1 (stereo not given)
→ 46	19
CC1=CC(C)(C)Nc2ccc(C)cc21
→ 4	35
CCc1ccc2c(CC(=O)Nc3nnc(C4CC4)s3)coc2c1
→ 0	40
COC(=O)c1cccc(C(=O)Oc2cccc(Br)c2)n1
→ -21	44
COc1ccc(-c2noc(-c3cc(Cl)ccc3Cl)n2)cc1OC
→ -20	23
COc1ccccc1Cn1cnc2cccnc21
→ 28	12
COc1ccc(-c2cnc(N)n2CC2CCCO2)cc1 (stereo not given)
→ 25	26
CCCCCCCCCCS(=O)(=O)N/N=C/c1ccc([N+](=O)[O-])cc1
→ i	198
CCC(C)Nc1nc2c(c(=O)n(C)c(=O)n2C)n1Cc1cccc(C)c1 (stereo not given)
→ -1	19
COc1ccc(-n2c(=O)[nH]cc(C(=O)N3CCc4ccccc43)c2=O)cc1
→ 26	15
COc1nc(N(CC(N)=O)S(=O)(=O)c2ccccc2)nc(C)c1Cl
→ 32	13
O=C(COC(=O)Cc1cn2ccsc2n1)Nc1nc2ccccc2s1
→ 20	23
CN(C)C(CNC(=O)CSc1nnc(-c2ccco2)o1)c1ccccc1 (stereo not given)
→ -43	44
CSc1ncccc1C(=O)OCC(=O)Nc1cc(C(F)(F)F)ccc1N1CCOCC1
→ 44	10
O=S(=O)(Nc1ccccc1Cl)c1ccc(F)cc1
→ -16	23
CC(C)Sc1nc2ccccc2n1CC(=O)NCc1ccc2c(c1)OCO2
→ -21	48
O=S(=O)(/N=C(/Nc1cc(N2CCOCC2)ncn1)c1ccccc1)c1ccccc1
→ 13	16
O=c1c2ccccc2nc(SCc2cccc(F)c2)n1Cc1ccco1
→ -66	33
Cc1ccc(-c2nnc(CSc3nnc(COc4ccccc4)n3-c3ccccc3)o2)cc1
→ 56	9.2

Fields: mHtt clearance	mHtt clearance grain fraction
Cn1c(=O)c2c(SCc3c(F)cccc3Cl)nc(CC(C)(C)C)nc2n(C)c1=O
→ -40	66
COCCNC(=O)CSc1nc2cc(OC)c(OC)cc2c(=O)n1CCC1=CCCCC1
→ -25	27
Cc1cc(C)nc(Nc2n[nH]c(Cc3ccccc3)n2)n1
→ -16	25
O=C(NCCN1CCCCCC1)C1CC(=O)N(CCc2ccccc2)C1 (stereo not given)
→ -4	39
CC1(C)CC(=O)C=C(NC2CC(C)(C)NC(C)(C)C2)C1
→ -35	60
CC1(C)Cc2ccccc2-c2nc3ccccc3c(=O)n21
→ -33	24
CC1(C)CC2(CCO1)CNC(=O)O2 (stereo not given)
→ 3	28
O=C(NC1CCCC1)C1CCC(=O)N1C1CCCC1 (stereo not given)
→ 57	8.9
O=C(/C=N/O)Nc1ccccc1
→ 32	26
COc1cc(OC)c(C2N(c3ccc(Cl)cc3)C(=O)C3CCCN32)cc1OC (stereo not given)
→ -33	60
N#Cc1ccc(Oc2nc(C(N)=O)cc(-c3ccccc3)n2)cc1
→ -13	43
CC(C)Cn1c(-c2nn(C)cc2Cl)n[nH]c1=S
→ -35	59
O=c1sc2ccccc2n1COc1ccc(Cl)cc1
→ 0	19
O=C(NCCCn1ccnc1)c1cn(-c2ccccc2)nc1-c1ccccc1
→ 11	21
O=C(COC(=O)Cn1cnc2ccccc21)NCCc1ccccc1
→ -1	35
COC(=O)Cc1c(C)nc2nc(Cc3ccccc3)[nH]n2c1=O
→ 18	38
Cc1c(-c2ccccc2)nc(N)c(C#N)c1-c1cccs1
→ 37	24
Cc1cccc(-c2nnn(CC/C(N)=N/O)n2)c1
→ 9	17
COC(=O)CCS(=O)(=O)c1ccc(Cl)c(Cl)c1
→ -39	22
O=C(NC1CCCCC1)C1CCN(S(=O)(=O)N2CCOCC2)CC1
→ 53	17

Fields: mHtt clearance	mHtt clearance grain fraction
COc1ccc(C2CC(=O)c3cnc(NC(=O)c4cccc(OC)c4)nc3C2)cc1 (stereo not given)
→ -24	47
O=S(=O)(Nc1nc2ccccc2nc1NCCN1CCOCC1)c1cccc(Cl)c1
→ 10	31
CCC(CC)C(=O)Nc1cc(NC(=O)C(CC)CC)cc(C(=O)O)c1
→ -44	29
CCCn1nnc(NC(=O)c2ccc(OCC)c(Cl)c2)n1
→ 29	13
CCCNC(=O)N1CCN(c2ncccn2)CC1
→ -61	28
O=C(CN1CCC(O)(c2ccc3c(c2)OCO3)CC1)OC1CCCCC1
→ 13	17
CCC(Oc1ccccc1)C(=O)Nc1nnc(C(F)(F)F)s1 (stereo not given)
→ -35	29
O=C(OCC(=O)N1CCc2ccccc21)c1cccnc1Cl
→ 31	28
COc1ccc(C(=O)C2CCCCC2=O)cc1 (stereo not given)
→ -50	29
Cc1ccc(-c2ccc(=O)n(CC(=O)NCCN3CCCCC3C)n2)cc1 (stereo not given)
→ -19	24
CSc1cc(-c2ccccc2)n(Cc2c(Cl)cccc2Cl)c(=O)c1C#N
→ 5	19
Cc1cc(C)nc(-n2nc(C)cc2NC(=O)CN2CCc3ccccc3C2)n1
→ 11	32
COc1ccc(NC(=O)C2OCCc3ccccc32)c(OC)c1 (stereo not given)
→ 13	17
O=C(NCCCCCCNC(=O)c1ccc(Br)s1)c1ccc(Br)s1
→ -8	20
O=C(Cc1cccs1)NCC1CCCO1 (stereo not given)
→ 9	36
CCOC(=O)C1CCCCN1Cc1cccc(F)c1 (stereo not given)
→ -11	22
O=C(C1CCC1)N1CCc2cc(S(=O)(=O)NC3CCCC3)ccc21
→ u	x
Cc1nc(C)c(-c2ccccc2)c(=O)[nH]1
→ 12	27
O=C(Cc1ccc(S(=O)(=O)N2CCOCC2)s1)NCC1CCCCC1
→ 0	30
O=C(CN(c1ccc(Cl)cc1)S(=O)(=O)c1ccccc1)N1CCN(c2ccccc2)CC1
→ -14	32

Three of the entries above in order of the mHtt clearance grain fraction value, rising:
| SMILES | mHtt clearance grain fraction |
| --- | --- |
| O=C(CN1CCC(O)(c2ccc3c(c2)OCO3)CC1)OC1CCCCC1 | 17 |
| Cc1nc(C)c(-c2ccccc2)c(=O)[nH]1 | 27 |
| O=C(CN(c1ccc(Cl)cc1)S(=O)(=O)c1ccccc1)N1CCN(c2ccccc2)CC1 | 32 |

New compounds follow.
Fields: mHtt clearance	mHtt clearance grain fraction
CCOc1ccccc1N1CCN(C(=O)C(F)(F)F)CC1
→ 36	13
CC1CCC(N2CC(=O)N(Cc3ccc4c(c3)OCO4)C(c3ccc(F)cc3)C2=O)CC1 (stereo not given)
→ -28	25
O=[N+]([O-])c1cc(C(F)(F)F)ccc1NCCCCNS(=O)(=O)c1ccc2ccccc2c1
→ 12	34
CCC1CCCCN1CCNC(=O)c1[nH]c(C)c(C(C)=O)c1C (stereo not given)
→ -8	36
O=C(CN1C(=O)C2C3C=CC(C3)C2C1=O)N1CCc2ccccc2C1 (stereo not given)
→ -24	45
Cc1ccc(S(=O)(=O)Cc2ccc(C(=O)N3CCN(c4cc(C)ccc4C)CC3)o2)cc1
→ 15	37
